ERp5 block = inhibitors of human ERp5; AID 651711; inhibition, % at 9.99 µM; ERp5 insulin aggregation, absorbance 650 nm, 90 min; Q15084; 350,000 compounds, 0.05% hits;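 active means mean replicate inhibition above about 25%, with every replicate also reaching it, limit read from the data, passing the limit was not always enough; inconclusive means only one of those two criteria met; inactive means neither criterion met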
Target sequence (Q15084 whole entry, looked up): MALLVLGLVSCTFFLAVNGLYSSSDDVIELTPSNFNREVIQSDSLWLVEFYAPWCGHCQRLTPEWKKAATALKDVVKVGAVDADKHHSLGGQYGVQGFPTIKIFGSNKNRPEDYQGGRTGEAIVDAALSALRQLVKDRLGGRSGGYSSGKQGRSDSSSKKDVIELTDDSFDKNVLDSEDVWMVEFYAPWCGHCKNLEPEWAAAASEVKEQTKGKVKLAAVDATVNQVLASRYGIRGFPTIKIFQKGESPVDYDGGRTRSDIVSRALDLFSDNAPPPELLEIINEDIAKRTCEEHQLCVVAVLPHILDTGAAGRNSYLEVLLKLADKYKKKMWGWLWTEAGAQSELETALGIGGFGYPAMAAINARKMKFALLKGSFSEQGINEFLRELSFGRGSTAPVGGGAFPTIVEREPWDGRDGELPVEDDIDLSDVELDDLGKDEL
SIRT5 block = sirtuin-5 (human) deacylase inhibition. Purified SirT5, succinyl-peptide AMC, trypsin-coupled fluorescence. AID 652115. inhibition, % at 15 µM. Q9NXA8. 330,000 compounds, 1.1% hits; in the data active means inhibition above about 15%; inconclusive means no clear call, values can overlap the other calls
Target sequence (Q9NXA8 whole entry, looked up): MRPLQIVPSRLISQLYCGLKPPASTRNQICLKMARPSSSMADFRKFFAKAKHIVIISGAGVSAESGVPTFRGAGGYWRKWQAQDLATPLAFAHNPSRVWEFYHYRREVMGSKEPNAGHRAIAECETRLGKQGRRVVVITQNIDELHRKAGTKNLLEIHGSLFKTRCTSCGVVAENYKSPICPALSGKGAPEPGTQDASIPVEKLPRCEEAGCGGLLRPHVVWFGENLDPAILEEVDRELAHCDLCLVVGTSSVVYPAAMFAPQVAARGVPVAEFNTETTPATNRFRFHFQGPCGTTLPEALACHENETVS
ERAP1 inh = ERAP1 (human) enzyme inhibition. Q9NZ08. recombinant ERAP1, Leu-AMC fluorescence, 60 min. inhibition, % at 10.7 µM. 340,000 compounds, 0.15% hits. AID 652197;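 active means mean replicate inhibition of at least 30%, or all replicates individually reaching that 30% level; inactive means mean below 30% and not every replicate reaching it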;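 further: 0% = neutral control wells and 100% = L-leucinethiol positive control wells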
CASP6 VEID inh = caspase-6 (human) enzyme inhibition | 350,000 compounds, 0.53% hits | purified caspase-6, Z-VEID-R110 cleavage fluorescence | inhibition, % at 12.5 µM | P55212;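 active means mean inhibition across replicates at least about 35%, with every replicate also reaching that limit, limit read from the data; inconclusive means only one of the two criteria met; inactive means neither criterion met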;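 further: 0% = median of neutral control wells and 100% = no fluorescence left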
Target sequence (P55212 24-179 limits assumed): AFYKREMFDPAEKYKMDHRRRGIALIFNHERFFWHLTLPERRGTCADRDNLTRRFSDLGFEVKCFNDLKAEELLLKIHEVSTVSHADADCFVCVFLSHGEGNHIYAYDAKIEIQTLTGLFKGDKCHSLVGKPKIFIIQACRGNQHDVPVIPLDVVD
Target sequence (P55212 194-293 limits assumed): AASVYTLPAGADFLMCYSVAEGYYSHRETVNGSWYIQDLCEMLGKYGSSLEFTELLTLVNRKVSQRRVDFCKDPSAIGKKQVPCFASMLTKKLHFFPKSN
CFTR F508del cor = CFTR F508del correction in bronchial cells; CFBE cells, YFP halide quenching; stimulated with forskolin plus potentiator P3; % fluorescence drop versus neutral controls; activity (quench increase), % at 7.58 µM; 350,000 compounds, 0.36% hits; AID 720511;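 active means mean added fluorescence quench of at least 8% versus neutral control, with both replicates also reaching 8%; inconclusive means only one of the mean or replicate conditions met; inactive means mean below 8% and not both replicates reaching 8%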;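 further: cells transiently co-express mutant CFTR-F508del with the halide-sensitive YFP; corrector assay measuring rescue of mutant channel to the surface after 24 h compound exposure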
miR-122 sensor = miR-122 inhibition in Huh7 cells | activation (reporter increase), % at 12.5 µM | Huh7 miR-122 Renilla luciferase sensor, 48 h; neutral wells = 0, positive control = 100 | AID 602342 | 340,000 compounds, 0.3% hits;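 active means mean replicate activation score at least 90 and every replicate individually at or above 90; inconclusive means only one of the two criteria met; inactive means neither criterion met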;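 further: higher luciferase means less miR-122 activity so hits act as miR-122 inhibitors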
DENV2 CPE = protects cells from dengue virus 2 cytopathic effect. DENV2-infected cells, cytopathic effect rescue, plate reader. CPE inhibition, % at 9.99 µM. 350,000 compounds, 1.7% hits. AID 651640; in the data active means CPE inhibition above about 20%, passing the limit was not always enough; inconclusive means no clear call, values can overlap the other calls; tested in BHK-21 cells;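 further: 0% = median of neutral control wells and 100% = median of positive control wells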
Active calls of the source: *; ? = inconclusive; / = not tested or not shown; [ ] = another dose, or the depositor's remark.

no.	CASP6 VEID inh	ERp5 block	miR-122 sensor	DENV2 CPE	SIRT5 block	ERAP1 inh	CFTR F508del cor	molecule
1	10	-1	-5	0	-2	-1	2.9	CC1Sc2ccc(S(=O)(=O)CCC(=O)NC(C)c3ccccc3)cc2NC1=O (stereo not given)
2	2	-11	-3[16.7 µM]	3	4	-2	1.2	C[C@@H]1CN([C@H](C)CO)C(=O)c2cc(NS(=O)(=O)c3cccs3)ccc2O[C@@H]1CN(C)Cc1ccc(C(=O)O)cc1
3	10	0	/	4	2	2	2.3	CCOC(=O)C1=C(O)C(=O)N(c2ccc(S(N)(=O)=O)cc2)C1c1ccc([N+](=O)[O-])cc1 (stereo not given)
4	2	1	6	-7	/	/	4.6	C#CCC(NC(=O)c1ccc(C#N)cc1)C(=O)NCCC (stereo not given)
5	-2	-6	1	3	-2	1	-2.4	C=CCn1cccc(C(=O)Nc2ccc(SC)cc2)c1=O
6	-3	1	/	6	0	-2	1.6	COCC(=O)N1CC2(CCN(Cc3ccc(Cl)cc3)CC2)c2c([nH]c3cc(OC)ccc23)[C@@H]1CO
7	0	1	4	-5	/	/	-2.0	CCn1cc(C(=O)N2CCCC2)c(=O)c2cc(S(=O)(=O)N(C)C)ccc21
8	-1	4	3	4	-3	-1	-2.3	Cn1cccc1/C=N/NC(=O)CNc1cccc2ccccc12

Additional results:
no.	CASP6 VEID inh	ERp5 block	miR-122 sensor	DENV2 CPE	SIRT5 block	ERAP1 inh	CFTR F508del cor	molecule
9	3	1	1	?	-2	-1	-1.7	Cn1[nH]c2c(c1=O)[C@H](c1ccc(F)cc1)O[C@H](CCc1ccccc1)C2
10	3	-2	1	-3	0	4	1.7	COc1ccc(-c2nnc(OC)c3ccccc23)cc1
11	0	4	-7	0	0	0	-1.9	CCN(CC)C(=O)C1=C(C)N(CCCN2CCCC2=O)C(=O)C(CC(=O)NCc2cccc3ccccc23)C1 (stereo not given)
12	-81	2	4	17	0	-2	-1.0	CC1CCN(CCCNC(=O)C2CCCN(c3ncnc4c3nc3n4CCCCC3)C2)CC1 (stereo not given)
13	29	-3	-3	-7	0	3	-0.7	O=c1oc(-c2ccc(O)c(O)c2)cc2cccc(O)c12
14	0	3	4[16.7 µM]	-8	4	-2	-2.2	CCCC#Cc1ccc2c(c1)O[C@H](CN(C)C(=O)CC1CC1)[C@@H](C)CN([C@@H](C)CO)S2(=O)=O
15	/	/	2[16.7 µM]	-1	/	/	-0.6	C[C@H]1CN([C@@H](C)CO)C(=O)c2cc(Br)cnc2O[C@@H]1CN(C)CC1CCOCC1
16	-6	2	/	-7	11	-4	-0.7	Cc1ncc(CN2CCCCC2C(=O)Nc2ccc(Oc3ccccc3)nc2)cn1 (stereo not given)

Going on with the list:
no.	CASP6 VEID inh	ERp5 block	miR-122 sensor	DENV2 CPE	SIRT5 block	ERAP1 inh	CFTR F508del cor	molecule
17	0	4	/	-1	-4	/	-0.3	O=[N+]([O-])c1cccnc1Oc1ccc(F)cc1F
18	8	0	-2	-1	1	-2	-2.5	COc1cccc(NC(=O)COC(=O)c2ccccc2C(=O)N2CCN(c3ccccc3)CC2)c1
19	-6	1	5[16.7 µM]	12	-2	-3	-1.6	C[C@@H]1CN([C@@H](C)CO)C(=O)c2cc(-c3ccccc3)cnc2O[C@H]1CN(C)C
20	7	-2	-4	3	5	2	0.1	O=C(CN(Cc1ccccc1)C(=O)CNS(=O)(=O)c1ccccc1)NCC1CCCO1 (stereo not given)
21	/	-7	3	-9	-3	-3	0.4	COC(=O)C(=C/C(C)=C/c1cccs1)C(=O)OC
22	/	/	/	8	-3	/	1.0	CCC(=O)N1CC2(CN(C(=O)Nc3ccc(F)cc3)C2)c2c([nH]c3cc(OC)ccc23)[C@H]1CO
23	-2	5	/	-5	2	-1	2.2	Cc1[nH]c2ccccc2c1/C=N/NC(=O)c1cc(-c2ccncc2)nc2ccccc12
24	/	-1	-10[16.7 µM]	8	/	-2	0.5	C[C@H]1CN([C@@H](C)CO)C(=O)Cc2cc(NC(=O)CCCCCC(=O)Nc3ccccc3N)ccc2O[C@@H]1CN(C)CC1CC1

Continuation:
no.	CASP6 VEID inh	ERp5 block	miR-122 sensor	DENV2 CPE	SIRT5 block	ERAP1 inh	CFTR F508del cor	molecule
25	1	-3	-7	16	/	2	-5.8	Nc1ccc(C=Cc2ccc(N)cc2)cc1
26	-1	4	-3[16.7 µM]	4	-6	0	-1.3	C[C@H]1CN([C@@H](C)CO)C(=O)c2cc(NS(C)(=O)=O)ccc2O[C@H]1CN(C)C(=O)NC1CCCCC1
27	1	-2	/	-3	2	-1	-2.0	CC(=O)c1nnn(-c2ccc([N+](=O)[O-])cc2C)c1C
28	2	-1	/	-5	0	1	-2.4	O=C(NCc1nnnn1-c1ccc(F)c(F)c1)C(=O)c1c[nH]c2ccccc12
29	-4	4	-18[16.7 µM]	50*	0	2	0.9	C[C@@H]1CN([C@@H](C)CO)C(=O)Cc2cc(NC(=O)CCCCCC(=O)Nc3ccccc3N)ccc2O[C@H]1CN(C)Cc1ccc(C(F)(F)F)cc1
30	1	-2	/	-8	4	0	-0.5	CO[C@@H]1CN(C)C(=O)c2cc(NS(=O)(=O)c3ccc(Cl)cc3)ccc2OC[C@H](C)N(C)C[C@@H]1C
31	0	-3	-1[16.7 µM]	-7	-2	-1	0.1	C[C@H](CO)N1C[C@H](C)[C@H](CN(C)S(=O)(=O)c2cn(C)cn2)Oc2ccc(NC(=O)C3CCCCC3)cc2C1=O
32	2	-3	-8	-11	-2	2	3.0	COc1cccc(-c2cc3nc(C)cc(N4CCN(C(=O)c5ccoc5)CC4)n3n2)c1

Further results follow:
no.	CASP6 VEID inh	ERp5 block	miR-122 sensor	DENV2 CPE	SIRT5 block	ERAP1 inh	CFTR F508del cor	molecule
33	1	1	-4[16.7 µM]	11	3	-1	-3.4	C[C@@H]1CN([C@H](C)CO)C(=O)c2cc(NS(C)(=O)=O)ccc2O[C@@H](C)CCCCO[C@@H]1CN(C)C(=O)CCC(F)(F)F
34	-5	3	13	-10	-11	-2	-1.4	COc1ccc2c(c1)cc(C(=O)N[C@@H](CCSC)C(=O)N1CCC[C@H]1C(=O)O)n2C
35	0	2	0	3	-2	0	3.6	NC(=O)c1ccc(-c2nnn(CC(=O)N(C3CCCC3)C3CCS(=O)(=O)C3)n2)cc1 (stereo not given)
36	-1	3	-9	-4	-4	-2	0.5	CC(=O)NC12CC3CC(C1)CC(C(=O)Nc1c(C)n(C)n(-c4ccccc4)c1=O)(C3)C2
37	-1	1	-12	3	-2	0	1.3	O=C(N/N=C\c1cccc(Cl)c1)c1ccc(Cn2cccn2)o1
38	0	-1	4[16.7 µM]	-6	1	1	-1.5	COc1ccc(NC(=O)N(C)C[C@@H]2Oc3ccc(NC(=O)Cn4cnnn4)cc3CC(=O)N([C@@H](C)CO)C[C@H]2C)cc1
39	-1	1	-4	-4	-5	0	0.6	Cc1cc(C)c(CN2CCC(n3nccc3NC(=O)C3CCOC3)CC2)cc1C (stereo not given)
40	1	1	-1	-4	4	/	-0.6	CC(C)c1nc(C#N)c(NN)o1

(cont.)
no.	CASP6 VEID inh	ERp5 block	miR-122 sensor	DENV2 CPE	SIRT5 block	ERAP1 inh	CFTR F508del cor	molecule
41	-6	-1	/	0	-1	1	2.7	CC(=O)Nc1ccc(NC(=O)C2CCC(CNS(=O)(=O)c3cccc4nsnc34)CC2)cc1 (stereo not given)
42	-1	1	/	6	2	3	1.4	Cn1c(SCC(=O)Nc2ccc(N3CCOCC3)cc2)nnc1C1CC1
43	0	4	-1	6	-6	-2	-2.5	O=C(c1cccc(S(=O)(=O)N2CCN(c3ccccc3)CC2)c1)N1CCN(c2ccccc2O)CC1
44	0	-1	/	2	26*	1	0.4	CCCNC(=O)N1CC(=O)N2[C@H](CO)[C@@H](c3ccc(-c4ccc(F)cc4)cc3)[C@@H]2C1
45	-1	-3	-3	-7	-2	0	0.8	Cc1ccc(C(=O)COc2cc(O)c3c(=O)cc(-c4ccccc4)oc3c2)cc1
46	0	-1	-2[16.7 µM]	-4	3	1	0.3	COC(=O)C[C@@H]1CC[C@H]2[C@H](COc3ccc(NC(=O)Nc4cccc(Cl)c4)cc3C(=O)N2C)O1
47	0	-2	-2[16.7 µM]	-7	-2	-1	0.3	O=C(N[C@@H]1CC[C@H](CCNS(=O)(=O)Cc2ccccc2)O[C@H]1CO)c1cnccn1
48	-2	-7	1	/	-4	0	/	COc1ccc(-c2nnc(SCc3cc(C)ccc3C)n2N)cc1

(list continues)
no.	CASP6 VEID inh	ERp5 block	miR-122 sensor	DENV2 CPE	SIRT5 block	ERAP1 inh	CFTR F508del cor	molecule
49	1	-4	/	8	1	1	/	COCCNC(=S)Nc1ccc(S(=O)(=O)Nc2ncccn2)cc1
50	8	5	-12	3	0	-3	1.8	N#CC1=C(N)Oc2ccc3ccc(O)cc3c2C1c1cccnc1 (stereo not given)
51	1	1	0[16.7 µM]	-2	1	-2	-1.2	O=C(C[C@@H]1CC[C@@H]2[C@H](COC[C@H](O)CN2Cc2ccncc2)O1)NCC1CC1
52	-4	1	3	-3	2	-6	-0.1	CSc1cccc(NC(=S)N2CCCN(Cc3ccccc3F)C2)c1
53	-1	-4	/	-1	-1	3	1.6	O=S(=O)(N[C@H]1CC[C@@H](CCNS(=O)(=O)c2ccccc2Cl)O[C@H]1CO)c1ccccc1
54	0	-10	/	12	2	-2	0.8	O=C(c1ccccn1)N1CC(=O)N2[C@H](C1)[C@@H](c1ccc(-c3cccc(F)c3)cc1)[C@@H]2CO
55	1	1	/	-3	0	3	0.7	O=S(=O)(NCC[C@H]1CC[C@@H](NS(=O)(=O)c2ccccc2Cl)[C@H](CO)O1)c1ccc(F)cc1
56	2	5	-5	-3	/	-1	-0.2	O=C1OCCC1=COCCCCCCOC=C1CCOC1=O

DENV2 CPE, what is marked active above
no.	CASP6 VEID inh	ERp5 block	miR-122 sensor	DENV2 CPE	SIRT5 block	ERAP1 inh	CFTR F508del cor	molecule
29	-4	4	-18[16.7 µM]	50*	0	2	0.9	C[C@@H]1CN([C@@H](C)CO)C(=O)Cc2cc(NC(=O)CCCCCC(=O)Nc3ccccc3N)ccc2O[C@H]1CN(C)Cc1ccc(C(F)(F)F)cc1

Random excerpt: 2 entries already listed
no.	CASP6 VEID inh	ERp5 block	miR-122 sensor	DENV2 CPE	SIRT5 block	ERAP1 inh	CFTR F508del cor	molecule
4	2	1	6	-7	/	/	4.6	C#CCC(NC(=O)c1ccc(C#N)cc1)C(=O)NCCC (stereo not given)
29	-4	4	-18[16.7 µM]	50*	0	2	0.9	C[C@@H]1CN([C@@H](C)CO)C(=O)Cc2cc(NC(=O)CCCCCC(=O)Nc3ccccc3N)ccc2O[C@H]1CN(C)Cc1ccc(C(F)(F)F)cc1

Full records, looked up by structure. Order of screens: CASP6 VEID inh, ERp5 block, miR-122 sensor, DENV2 CPE, SIRT5 block, ERAP1 inh, CFTR F508del cor
O=C1OCCC1=COCCCCCCOC=C1CCOC1=O across the screens: 2, 5, -5, -3, /, -1, -0.2
O=S(=O)(N[C@H]1CC[C@@H](CCNS(=O)(=O)c2ccccc2Cl)O[C@H]1CO)c1ccccc1 across the screens: -1, -4, /, -1, -1, 3, 1.6
COCCNC(=S)Nc1ccc(S(=O)(=O)Nc2ncccn2)cc1 across the screens: 1, -4, /, 8, 1, 1, /

Shown screen by screen: part of the list above
(55) O=S(=O)(NCC[C@H]1CC[C@@H](NS(=O)(=O)c2ccccc2Cl)[C@H](CO)O1)c1ccc(F)cc1
(56) O=C1OCCC1=COCCCCCCOC=C1CCOC1=O
(51) O=C(C[C@@H]1CC[C@@H]2[C@H](COC[C@H](O)CN2Cc2ccncc2)O1)NCC1CC1

compound no. | 55 | 56 | 51
CASP6 VEID inh | 1 | 2 | 1
ERp5 block | 1 | 5 | 1
miR-122 sensor | / | -5 | 0[16.7 µM]
DENV2 CPE | -3 | -3 | -2
SIRT5 block | 0 | / | 1
ERAP1 inh | 3 | -1 | -2
CFTR F508del cor | 0.7 | -0.2 | -1.2

Source: PubChem BioAssay (Broad Institute)
